Screening data as filed in PubChem BioAssay.
sdo1 growth: compounds rescuing growth of sdo1-depleted yeast, bone marrow failure model; 140,000 compounds, 0.21% hits; S. cerevisiae sdo1-depleted JHY4D growth rescue, OD600 30 h; stronger effect = higher value; pdr5 snq2 efflux-pump mutant strain; z-score at 10 µM; AID 817;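 active = z-score above 3 at both the 24 hr and the 30 hr optical density reads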;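 also: z-score against mean and SD of all compound wells on the same plate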
INS promoter inh: TRM-6 insulin promoter activity inhibition; inhibition, % at 2 µM; AID 1273; TRM-6 cells (human fetal islet line), insulin promoter-eGFP reporter, imaging; reporter expression induced with tamoxifen; 130,000 compounds, 0.9% hits;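 active = inhibition above the mean plus 3 SD, with well images judged a real hit on visual review, cut at about 60% in these data, passing the limit was not always enough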
sdo1 growth Rescue 24 h: second read-out of sdo1 growth, no call of its own (marks repeat the call); z-score; S. cerevisiae sdo1-depleted JHY4D growth rescue, OD600; measured here: growth rescue at 24 h;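 0 is the plate mean of compound wells and units are plate SD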
Numbers without * were called inactive; · = no result given. An excerpt (hit frequency here may not be typical).

SMILES	sdo1 growth	sdo1 growth Rescue 24 h	INS promoter inh
CCOC(=O)N1CCN(C(=O)CSCc2ccc(C)cc2)CC1	0.21	-0.65	47
CCC(=O)Nc1ccc(NC(=S)Nc2ccccc2)cc1	0.09	0.05	29
COc1ccc(-c2cc3nc[nH]c(=O)c3s2)cc1	-0.97	-1.2	-35
Cc1ccsc1/C=N/NC(=O)c1sccc1C	-0.2	-0.51	·
Cn1c(=O)[nH]c(=O)c2c1nc(N1CCOCC1)n2CC(O)COc1ccccc1 (stereo not given)	-0.22	-1	25
Cn1c(N/N=C/c2c[nH]c3ccccc23)nc2ccccc21	0.81	3.1	·
COc1ccc(/C=N/NC(=O)c2[nH]c3ccc(Br)cc3c2-c2ccccc2)cc1	-0.62	0.08	-6
CC1CCN(C(=O)c2cc3ccccc3o2)CC1	1.2	1.7	27
CCCCN(Cc1ccccc1)C(=O)C1CCCN(S(=O)(=O)c2cnc[nH]2)C1 (stereo not given)	0.94	0.87	·
COCCCNc1oc(COc2ccc(Cl)cc2Cl)nc1C#N	-1.1	-0.99	-92
CCOc1c(O)ccc(/C=C2\SC(=S)NC2=O)c1[N+](=O)[O-]	·	·	5
COC(=O)c1sccc1N(C)S(C)(=O)=O	·	·	11
Cc1ccc(S(=O)(=O)N2CCC(C(=O)N/N=C/c3ccccc3[N+](=O)[O-])CC2)cc1	0.39	-0.3	-27
O=S(=O)(NCC1CCCO1)c1cc(Br)c(Br)s1 (stereo not given)	0.48	1.1	-12
CCN(CC)S(=O)(=O)c1cccc(C(=O)NC(C(=O)Nc2nnc(C)s2)C(C)C)c1 (stereo not given)	0.11	0.04	20
Cc1cc(N2CCOCC2)nc(SCc2ccc(Cl)cc2Cl)n1	-2.2	-1.5	32
Cc1cccc(-c2csc(N)c2C(=O)OC(C)C)c1	-0.92	-1.1	-6
CC(=O)NC(C)C(=O)OCC(=O)c1ccc(-c2ccccc2)cc1 (stereo not given)	·	·	0
CCOC(=O)C1CCCCN1Cc1cccc(C(F)(F)F)c1 (stereo not given)	-0.03	-0.4	9
CN(C(=O)COC(=O)c1ccc(NS(=O)(=O)c2cccs2)cc1)C1CCCCC1	0.69	-0.14	-14

Pulled by structure from above (4):
SMILES	sdo1 growth	sdo1 growth Rescue 24 h	INS promoter inh
COC(=O)c1sccc1N(C)S(C)(=O)=O	·	·	11
Cc1ccc(S(=O)(=O)N2CCC(C(=O)N/N=C/c3ccccc3[N+](=O)[O-])CC2)cc1	0.39	-0.3	-27
CCOc1c(O)ccc(/C=C2\SC(=S)NC2=O)c1[N+](=O)[O-]	·	·	5
CCC(=O)Nc1ccc(NC(=S)Nc2ccccc2)cc1	0.09	0.05	29

Following part:
SMILES	sdo1 growth	sdo1 growth Rescue 24 h	INS promoter inh
Cc1nn(-c2ccccc2)c(N2CCCC2)c1/C=N/NC(=O)c1cc(-c2ccccn2)nc2ccccc12	-0.69	-0.06	·
C=CCN1C(=O)CS/C1=N\N=C\c1cccc([N+](=O)[O-])c1	·	·	14
Cc1ccccc1-n1nc(C)c2cc(C(=O)NC3CC3)sc21	0	0.06	47
COc1ccc(CN2C(=O)CN(C3CCCCCC3)C(=O)C2c2ccc(OC)c(OC)c2)cc1 (stereo not given)	0.29	0.18	-3
Cc1ccc(-n2c(=O)cc(N3CCc4ccccc4C3)[nH]c2=O)cc1	0.35	0.01	5
Cc1ccc(NC(=O)CS(=O)(=O)c2cn(CC(=O)N3CCOCC3)c3ccccc23)cc1	·	·	-11
COc1ccc(C(=O)Oc2cc(OC)cc(OC)c2C(C)=O)cc1	-0.57	-0.16	0
O=C(Nc1nc2ccccc2s1)C1CCCO1 (stereo not given)	1	0.58	·
CSCc1ccc(C(=O)NCc2ccc(F)cc2)cc1	0.76	0.11	56
CCC(C)N=CC1=C(O)CC(c2ccccc2)CC1=O (stereo not given)	0.38	-0.44	-6
COC(=O)CSc1nc(N2CCOCC2)c2c(c1C#N)CC(C)(C)N(C)C2	0.61	1.2	39
CC1CCCC(C)N1C(=O)c1ccccc1Nc1ccc(SC(F)F)cc1 (stereo not given)	-2.2	-2.2	31
S=c1[nH]nc(-c2ccco2)n1/N=C/c1ccccn1	·	·	-53
COCCCNC(=S)NCCc1ccc(F)cc1	·	·	44
N#C/C(=C\c1ccc(N2CCOCC2)cc1)c1ccccc1	-0.6	0.05	8
COc1cc(C)c(NC(c2ccccc2)c2ccccc2)cc1OC	·	·	11
CC(NC(=O)Cc1cccs1)c1ccncc1 (stereo not given)	0.68	0.95	12
O=C(Cn1c(=O)n(Cc2ccco2)c(=O)c2c3c(sc21)CCCC3)Nc1ccccc1	-1.2	-1.1	-394
Cc1ccc2c(c1)NC(=O)C(CC(=O)NCCCN1CCCCC1)O2 (stereo not given)	-0.43	-0.95	·
O=C(O)C1C2C=CC(C2)C1C(=O)N1CCN(CCO)CC1 (stereo not given)	0.09	-1.4	18
Cc1nc2[nH]c(=S)[nH]c2cc1Br	0.22	-0.07	-40
COC(=O)COc1cccc(NC(=O)COc2ccccc2)c1	0.67	-0.35	42
Cc1cccc(N2CCN(C(=O)c3cccc(N4C(=O)C5CC=CC(C)C5C4=O)c3)CC2)c1C (stereo not given)	-0.21	1.1	-48
CCOC(=O)c1c(C)n(C)c2ccc(OC(C)=O)cc12	-0.77	-1	-14
CC(=O)Nc1ccc2c(c1)OCO2	·	·	36
CCCCNC(=O)CCn1c(=O)c2ccccc2n(CC(=O)Nc2ccccc2OCC)c1=O	-0.61	-1.1	·
CCOC(=O)c1sc2nc3c(SCCC#N)cc(C(=O)c4cc(F)ccc4O)cn3c(=O)c2c1C	1	2.6	-6
Cn1c(=O)c2c(ncn2CC(=O)N/N=C/C(Cl)=C/c2ccccc2)n(C)c1=O	-0.04	-1.3	20
N#CC1=C(S)N(c2ccccc2)C(c2cccs2)NC1=O (stereo not given)	0.18	-0.12	46
COc1ccc(NC(=S)NCCc2c[nH]c3ccccc23)c(OC)c1	-1.5	-0.63	-14
NC(=O)CSc1nnc(CNc2ccc(F)cc2)n1CC1CCCO1 (stereo not given)	-0.58	-1.2	55
O=C(CNS(=O)(=O)c1ccc(Br)s1)N1CCN(C(=O)c2ccco2)CC1	0.7	0.36	-4
Cc1cccc(NCc2cc(Cl)cc(Cl)c2O)n1	-2.9	-2.6	72
CN(C)c1ccc(NC(=O)c2sc(SCC(=O)Nc3ccc(Br)cc3)nc2N)cc1	1.4	2	-29
COC(=O)CSc1nnc(-c2sc3cc(OC)ccc3c2Cl)n1C	-0.29	-0.41	-254
NC(=O)c1ccc(NC(=O)COC(=O)c2cccc(Oc3ccccc3)c2)cc1	0.43	2.2	10
O=C(C1CC(c2ccc(F)cc2)=NO1)N1CCN(Cc2ccccc2)CC1 (stereo not given)	0.2	-0.1	·
Cc1sc2nc(CN3CCCCC3)nc(N3CCN(C(=O)c4ccco4)CC3)c2c1C	·	·	-94
O=C(NCc1cn2ccsc2n1)c1cccs1	-0.58	-0.89	·
Cc1ccc(Nc2nc(-c3sc(NC(=O)c4cccc(Cl)c4)nc3C)cs2)cc1	-1.1	0.08	24
CCCOc1ccc(C(=O)NCC(c2cccs2)N(C)C)cc1OC (stereo not given)	1.5	2	-74
COc1cc(N)c(Cl)cc1Cl	·	·	-15
Cc1oc(-c2cccs2)nc1CN1CCC(C(=O)N2CCCC2)CC1	·	·	-17
O=C(CSc1ccc2nnc(-c3cccs3)n2n1)N1CCCC1	·	·	11
CCN1CCN(CC(O)COc2cccc(OC)c2)CC1 (stereo not given)	0.23	0.03	-52
CCOc1ccc(S(=O)(=O)Nc2ccc(O)c(Sc3ncn[nH]3)c2)cc1	-0.81	-1.1	45
CCCCc1ccc(NC(=O)C(C)CC)cc1 (stereo not given)	·	·	11
CC1(C)CC(=O)C(=Cc2cn(CCC#N)nc2-c2ccc(F)cc2)C(=O)C1	-0.31	-1.4	-28
CCCCOc1ccc(C(=O)N2CCC(C)CC2)cc1	-1.1	-1.1	64
CCOC(=O)C(CC)/C(C)=N\NC(=O)CCC(=O)Nc1ccc(Cl)cc1Cl (stereo not given)	·	·	50
CCCc1cc(C(=O)OC)c(NC(=O)CCC(=O)O)s1	·	·	14
O=C(NNC(=O)c1ccccc1Cl)c1ccncc1	0.43	-0.72	27
Cc1ccc(C)c(S(=O)(=O)ON2C(=O)c3ccccc3C2=O)c1	-1.4	-0.79	44
CC(=O)c1nnn(-c2ccc([N+](=O)[O-])cc2C)c1C	·	·	-46
CC1=CC(C)C2COC(c3ccc[n+](C)c3)C1C2C (stereo not given)	0.34	-0.38	55
CCCn1c(SCC(=O)NC23CC4CC(CC(C4)C2)C3)n[nH]c1=O	0.34	0.2	12
COc1ccc(-n2c(Cc3cccn3C)nnc2SCC(=O)N2CCCC2)cc1	-0.08	0.14	·
Cc1ccc2c(c1)nc(NCCCO)n2C	0.63	-0.5	-12
CCOC(=O)C1=C(C(F)(F)F)Nc2ncnn2C1c1cc(OC)c(OC)cc1OC (stereo not given)	0.98	0.67	47
O=C(N/N=C/c1ccc[nH]1)c1sc2ccccc2c1Cl	-0.89	-0.38	·
(continued)
SMILES	sdo1 growth	sdo1 growth Rescue 24 h	INS promoter inh
N#Cc1c(-n2cccc2)cccc1-n1cccc1	1.1	0.65	0
COc1ccccc1OCC(=O)Nc1cccc(-c2nnc(-c3ccco3)o2)c1	·	·	-29
O=C(Nc1cccc(F)c1)c1cccc(S(=O)(=O)N2CCOCC2)c1	-0.39	-0.47	-5
COc1ccc(-c2cccc(C(=O)Nc3ccc(OC)c(OC)c3)c2)cc1	-0.34	-0.16	4
CC(=O)c1cccc(NC(=S)NCCCCc2ccccc2)c1	-1.1	-1.1	·
CCC1Oc2ccc(C)cc2N(CC(=O)NCc2cc(OC)ccc2OC)C1=O (stereo not given)	-1.8	-0.34	12
COCCCNC(=O)CCS(=O)(=O)Cc1ccc(C)cc1	-0.12	-0.18	16
O=C(c1ccccc1F)N1CCN(c2cccc(C(F)(F)F)c2)CC1	-1.4	-1.3	·
CCc1ccc2[nH]c(=O)c(CN(Cc3ccc4c(c3)OCO4)C(=O)c3ccco3)cc2c1	-0.08	0.2	-16
O=[N+]([O-])c1ccc(Cl)c(C2Nc3cccc4cccc(c34)N2)c1	-2.1	-0.98	·
O=S1(=O)CC(N2CCOCC2)c2ccccc21 (stereo not given)	-0.11	-0.27	23
CC(=O)NS(=O)(=O)c1ccc(N=c2ssc3c2-c2ccc(C)cc2NC3(C)C)cc1	-0.29	-0.44	14
CCCCNC(=O)c1nnn(-c2ccccc2)c1N	0.71	0.8	0
N#Cc1cc2ccccc2nc1SCC(=O)Nc1ccccc1N1CCOCC1	-1.1	-1.1	-18
CCOC(=O)C1CCCN(CC(=O)Nc2c(C(=O)OC)[nH]c3ccccc23)C1 (stereo not given)	-1.9	-1.8	24
Cc1cc2nc(C3CCN(Cc4nnnn4Cc4ccccc4)CC3)[nH]c2cc1C	1.2	1.3	30
CCSc1nnc2c(n1)OC(c1ccc(C(=O)O)cc1)N(C(C)=O)c1ccccc1-2 (stereo not given)	0.71	0.42	·
NNc1ncnc2c1cnn2-c1ccccc1	0.32	0.12	43
COc1ccc(S(=O)(=O)N2CN(CCc3ccc(OC)c(OC)c3)c3nc4ccccc4nc32)cc1	0.03	-0.45	·
CCOc1cc(C(=O)NCCN2CCOCC2)cc(OCC)c1OCC	0.15	-0.23	-3

Shown with two lines to a compound: entries from further up
Value order – sdo1 growth, sdo1 growth Rescue 24 h, INS promoter inh
> CC(=O)c1cccc(NC(=S)NCCCCc2ccccc2)c1
  -1.1, -1.1, ·
> CCOc1cc(C(=O)NCCN2CCOCC2)cc(OCC)c1OCC
  0.15, -0.23, -3
> COCCCNC(=S)NCCc1ccc(F)cc1
  ·, ·, 44
> Cn1c(N/N=C/c2c[nH]c3ccccc23)nc2ccccc21
  0.81, 3.1, ·
> O=C(CNS(=O)(=O)c1ccc(Br)s1)N1CCN(C(=O)c2ccco2)CC1
  0.7, 0.36, -4

Returning to the listing, starting 2 compounds before the break.
SMILES	sdo1 growth	sdo1 growth Rescue 24 h	INS promoter inh
COc1ccc(S(=O)(=O)N2CN(CCc3ccc(OC)c(OC)c3)c3nc4ccccc4nc32)cc1	0.03	-0.45	·
CCOc1cc(C(=O)NCCN2CCOCC2)cc(OCC)c1OCC	0.15	-0.23	-3
COc1ccc(S(=O)(=O)Nc2cc([N+](=O)[O-])ccc2OC)cc1	-0.48	-0.98	-8
Cc1ccc(S(=O)(=O)N2CCOCC2)cc1C(=O)NCc1ccc2c(c1)OCO2	0.52	0.16	10
O=C(CCN1C(=O)/C(=C\c2ccccc2Cl)SC1=S)N1CCN(c2ccccc2)CC1	1	-0.28	·
O=C(Nc1ccc(Oc2ccccc2)cc1)C1CCCO1 (stereo not given)	0.8	0.75	-7
O=C(CCc1n[nH]c(=O)[nH]c1=O)N/N=C/c1ccco1	·	·	-27
O=C(CSCCNS(=O)(=O)c1ccccc1)Nc1ccccc1	0.55	1.1	-10
COc1ccccc1/C=C(/C(=O)OCC(=O)Nc1ccccc1C)c1ccccc1	-0.31	-0.22	·
Cc1noc(NS(=O)(=O)c2ccc(NC(=O)CSc3n[nH]c(-c4ccccc4)n3)cc2)c1C	0.25	-0.75	-155
CCOC(=O)C(CC)Sc1ccc2nnc(-c3cccnc3)n2n1 (stereo not given)	·	·	-7
